Screening data as filed in PubChem.
ST2 inh: blocks human ST2 binding to IL-33; AlphaLISA ST2-Fc/biotin-IL-33 interaction, 1 h; inhibition, % for hits at 17 µM; hit rate 2.3% among 78,000; in the data active = inhibition above about 30%; inconclusive = mostly about 10% to 28%
Target sequence (Q01638 whole entry, looked up): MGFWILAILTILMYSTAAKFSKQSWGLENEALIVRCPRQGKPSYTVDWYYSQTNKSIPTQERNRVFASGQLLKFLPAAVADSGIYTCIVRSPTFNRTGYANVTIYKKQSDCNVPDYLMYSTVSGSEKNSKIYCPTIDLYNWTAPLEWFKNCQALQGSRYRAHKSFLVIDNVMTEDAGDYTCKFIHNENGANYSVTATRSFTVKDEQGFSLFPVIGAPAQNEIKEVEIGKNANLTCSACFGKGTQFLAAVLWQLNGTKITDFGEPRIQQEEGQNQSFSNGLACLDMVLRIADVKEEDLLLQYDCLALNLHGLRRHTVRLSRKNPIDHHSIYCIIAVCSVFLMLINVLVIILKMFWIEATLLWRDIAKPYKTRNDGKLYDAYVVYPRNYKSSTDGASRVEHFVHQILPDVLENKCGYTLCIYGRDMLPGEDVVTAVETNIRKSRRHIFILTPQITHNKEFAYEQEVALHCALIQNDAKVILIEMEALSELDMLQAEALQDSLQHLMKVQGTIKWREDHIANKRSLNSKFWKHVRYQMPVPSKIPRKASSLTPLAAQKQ
* hit, by the source's call; i = inactive; u = inconclusive; ! = a repeat was not active. An excerpt; rates above refer to the full screens.

SMILES	ST2 inh
O=C1c2cccc([N+](=O)[O-])c2C(=O)N1c1cccc(C(F)(F)F)c1	i
O=C1CCC(C(=O)N2CCCCCCC2)CN1CCc1ccccc1 (stereo not given)	i
COc1ccc(NS(=O)(=O)c2cccc(C(=O)Nc3ccccc3C(=O)O)c2)cc1	i
COc1ccc(Cc2nc3cc(C)c(C)cc3n(C)c2=O)cc1Br	i
CCc1nnc(CN(CC)C(=O)c2cnn3c2CCCC3)o1	i
Cc1ccc(Cn2nc(C)c(NC(=O)c3cc(C)on3)c2C)cc1	i
c1cc(-n2ccnc2)cc(-n2cnnc2)c1	i
COc1ccc(CCN(C(=O)c2ccccc2)C2=CC3CCC(C2)N3C)cc1OC (stereo not given)	i
Cn1ncc(Cl)c1C(=O)Nc1cccnc1	i
NNC(=O)C(=O)Nc1nc(-c2ccc(Br)cc2)cs1	i
Cc1cccc(NS(=O)(=O)c2ccccc2)n1	i
COc1ccc(N=Cc2cccc(OC)c2O)c(OC)c1	i
Cc1cccc(NCN2C(=O)c3cccc([N+](=O)[O-])c3C2=O)c1	i
c1ccc(Sc2ncnc3c2oc2ccccc23)nc1	i
Cc1cccc(Oc2coc3cc(OCc4ccccc4)ccc3c2=O)c1	i
COc1ccc(NC(=O)N2C[C@@H]3C[C@H](C2)c2ccc(NS(=O)(=O)c4cccc(F)c4)c(=O)n2C3)cc1	i
Cc1nc(SCc2c(F)cccc2Cl)c2c(=O)n(C)c(=O)n(C)c2n1	i
O=C(NCc1ccccc1)c1ccc2nc3sc4c(c3c(=O)n2c1)CCCC4	i
O=C(Nc1ccc(I)cc1Cl)c1ccc(-c2ccccc2[N+](=O)[O-])o1	i
CCN(CC)CCCNC(=O)c1oc2ccc(S(=O)(=O)N3CC(C)CC(C)C3)cc2c1C (stereo not given)	i

Six entries out of the list, sorted by count of non-hydrogen atoms, low to high:
SMILES	ST2 inh
Cc1cccc(NS(=O)(=O)c2ccccc2)n1	i
NNC(=O)C(=O)Nc1nc(-c2ccc(Br)cc2)cs1	i
CCc1nnc(CN(CC)C(=O)c2cnn3c2CCCC3)o1	i
COc1ccc(Cc2nc3cc(C)c(C)cc3n(C)c2=O)cc1Br	i
O=C1CCC(C(=O)N2CCCCCCC2)CN1CCc1ccccc1 (stereo not given)	i
CCN(CC)CCCNC(=O)c1oc2ccc(S(=O)(=O)N3CC(C)CC(C)C3)cc2c1C (stereo not given)	i

More results.
SMILES	ST2 inh
CCOc1c(Br)cc(C(c2c(C)[nH][nH]c2=O)c2c(C)[nH][nH]c2=O)cc1OC	i
O=C1C(=Nc2ccccc2)c2ccccc2N1CN1CCN(c2ccc(F)cc2)CC1	i
CC1(C)CC(=O)C2=C(C1)OC(N)=C(C#N)C2c1ccc(F)c(Br)c1 (stereo not given)	u
CCSc1nnc2c(n1)OC(c1cccnc1)Nc1ccc(Br)cc1-2 (stereo not given)	i
CC(C)n1cc(Cn2cnc(-c3ccccc3)c2-c2ccsc2)cn1	u
COc1ccccc1Cn1c(CNS(=O)(=O)c2ccc(F)cc2)nc2cccnc21	i
CCOc1ccc(OCC)c(NS(=O)(=O)c2cccc3cccnc23)c1	i
O=C(CSc1nnc2ccccn12)Nc1cc(C(F)(F)F)ccc1Cl	i
O=C(N[C@H]1CCN2C(=O)c3cc(-c4cccc(C(F)(F)F)c4)ccc3NC(=O)[C@H]12)c1cnccn1	i
COc1ccc(CN2C(=O)C3C4C=CC(C4)C3C2=O)cc1 (stereo not given)	u
N#Cc1cc2c(nc1SCC(=O)O)CCC2	i
COc1ccc(S(=O)(=O)N2CCCC(C(=O)O)C2)cc1 (stereo not given)	i
CCN(C(=O)c1ccc(-c2ccccc2)cc1)c1ccccc1	i
O=C(Nc1ccc(F)c(F)c1)C1CCN(S(=O)(=O)c2cccc3cccnc23)CC1	u
Cc1ccc(-n2c(=O)c3sccc3n(Cc3cc(=O)n4ccccc4n3)c2=O)cc1	u
O=C(Nc1ccccc1F)c1ccncc1	i
CN(Cc1nc(Cc2ccccc2)no1)CC1(c2ccccc2)CC1(C)C (stereo not given)	u
CC(=O)Nc1ccc(CN2CCCN(C(=O)C3CCC3)CC2)cc1	i
CC1(C)Cc2c(C#N)c(SCC(=O)c3ccccc3)nc(N3CCOCC3)c2CO1	u
Cc1ccc2nc(-c3ccc(Cl)cc3)cc(C#N)c2c1	i
Cc1ccc(NC(=O)N2CCC(n3c(C)nc4cccnc43)CC2)c(Cl)c1	i
Cc1ccc(S(=O)(=O)N(CC(=O)Nc2ccc3c(c2)OCCO3)c2ccccc2F)cc1	i
CC(C)CCNS(=O)(=O)c1ccccc1[N+](=O)[O-]	i
C[C@@H]1O[C@@H](Oc2cc(O)c3c(=O)c(O[C@@H]4O[C@H](CO)[C@@H](O)[C@H](O)[C@H]4O)c(-c4ccc(O)cc4)oc3c2)[C@H](O)[C@H](O)[C@H]1O	i
O=C(CCC1CCCN(Cc2cn[nH]c2C2CCCCC2)C1)Nc1ccccc1F (stereo not given)	u
COc1ccc(OC)c(CN2CCc3[nH]cnc3C2c2cnn(C)c2C)c1 (stereo not given)	i
CN(C)CC1(O)CCCN(C(=O)c2ccc(-n3cccc3)cc2)CC1 (stereo not given)	u
COCCCn1ccnc1-c1cnc(OC)nc1	u
Cc1cccc(N(CC(=O)NCc2cccnc2)S(=O)(=O)c2ccccc2)c1C	i
O=C(O)c1nccnc1C(=O)Nc1ccc(Cl)cc1Cl	i
CCSc1nc2c(c(=O)[nH]1)C(c1ccc(Cl)cc1)C1=C(CC(C)(C)CC1=O)N2 (stereo not given)	i
CCOC(=O)CNC(=O)C1Cc2ccccc2CN1S(=O)(=O)c1cccs1 (stereo not given)	u
CC(NC(=O)c1c(F)cccc1F)c1nc2ccccc2[nH]1 (stereo not given)	i
CC(C)N(CCCNC(=O)C1CCCN1c1nnc(N2CCCC2=O)s1)Cc1ccccc1 (stereo not given)	34%*
CC(C)Cc1ccc(CN2CCCC(NC(=O)Cc3cccnc3)C2)cc1 (stereo not given)	u
Cc1ccc2c(c1)c1c3c(nccn32)CCC1	u
Cc1cc(-c2ccccc2)n(-c2cc(Cl)ncn2)n1	i
O=c1[nH]c2ccccc2nc1Cc1ccccc1Br	u
COc1ccc2cc(S(=O)(=O)n3cnc4cc(C)c(C)cc43)ccc2c1	i
COCc1cc(CN2CC3(CCNCC3)CC2C(=O)O)ccc1OC (stereo not given)	i

Grouped by structure, the compounds so far with a CF3 group.
SMILES	ST2 inh
O=C1c2cccc([N+](=O)[O-])c2C(=O)N1c1cccc(C(F)(F)F)c1	i
O=C(CSc1nnc2ccccn12)Nc1cc(C(F)(F)F)ccc1Cl	i
O=C(N[C@H]1CCN2C(=O)c3cc(-c4cccc(C(F)(F)F)c4)ccc3NC(=O)[C@H]12)c1cnccn1	i

Filtered by structure: the compounds so far containing a cyano group
SMILES	ST2 inh
CC1(C)CC(=O)C2=C(C1)OC(N)=C(C#N)C2c1ccc(F)c(Br)c1 (stereo not given)	u
N#Cc1cc2c(nc1SCC(=O)O)CCC2	i
CC1(C)Cc2c(C#N)c(SCC(=O)c3ccccc3)nc(N3CCOCC3)c2CO1	u
Cc1ccc2nc(-c3ccc(Cl)cc3)cc(C#N)c2c1	i

Continuation.
SMILES	ST2 inh
CC(=O)Nc1nc(N2C(=O)c3ccccc3C2=O)n(-c2ccccc2)n1	u
COc1ccccc1N1CCN(Cc2cc(OC)c(OC)c(OC)c2)CC1	i
CC1=CC(C)(C)Nc2ccc(OC(=O)CN3C(=O)CCC3=O)cc21	u
CC1=C(C(=O)Nc2ccccc2)C(c2ccc(F)cc2)NC(=O)N1 (stereo not given)	i
Cc1ccc(SC(C)C(=O)N(C)Cc2snnc2C)cc1 (stereo not given)	u
COc1ccc(CCn2c(SCC#N)nc3c(sc4ccccc43)c2=O)cc1OC	u
CCOc1ccccc1C1C(C(=O)N2CCOCC2)=C(C)Nc2nc3ccccc3n21 (stereo not given)	i
COc1ccc(Oc2coc3cc(OC(C)C(=O)OCC(C)C)ccc3c2=O)cc1 (stereo not given)	u
O=C(Nc1ccccc1)N1Cc2[nH]cnc2C[C@H]1c1nc(-c2ccc3ccccc3c2)no1	38%*
COc1ccc(/C=C2\SC(=O)N(c3ccc(C)cc3)C2=O)cc1	i
CN(C)CC1(O)CCCN(C(=O)c2ccc3ccccc3n2)C1 (stereo not given)	u
Cn1c(CNc2ccc(C(=O)O)cc2)c(C#N)c2ccccc21	i
Cc1ccc(NC(=O)c2cc(NC(=O)c3ccco3)ccc2N2CCOCC2)cc1	i
O=C(Nc1cc(Br)ccc1O)c1cc(C2CC2)on1	u
CC(=O)N1CCc2cc(N=Cc3cccc([N+](=O)[O-])c3O)ccc21	i
CC(C)NC(=O)N[C@H]1C[C@H]2C(=O)NC[C@@H](CCC(=O)N3CCN(c4ccccc4)CC3)N2C1	u
Cc1cc(C(F)(F)F)nc(CCNC(=O)c2cnn3c2CCCC3)n1	u
COCc1c(C(=O)N[C@@H]2C[C@@H](C(=O)OC)N(C)C2)noc1C	i
COc1cccc(/C=C/c2ccncc2)c1OC	u
CCOc1cc(C=O)ccc1OCC(=O)O	i
O=c1c2ccccc2nnn1Cc1nc(Cc2ccccc2)n[nH]1	u
Cc1ccc(S(=O)(=O)Nc2cccc(C(=O)NN)c2)cc1	i
Cc1ccc(CN(CCN(C)C)C(=O)C2[C@@H]3[C@H]4CC[C@H](C4)[C@H]23)s1 (stereo not given in full)	i
COC(=O)c1sc2ccccc2c1NC(=O)c1ccc(S(=O)(=O)N2CCCC2)cc1	i
Cc1ccc2[nH]c3c(N(C)C)ncnc3c2c1	i
Nc1c(C(=O)NCc2ccco2)nnn1Cc1ccccc1	i
O=C(NCc1cccs1)C1CCN(S(=O)(=O)c2cccnc2)CC1	u
CN(C)c1ccc(C(=O)Nc2nc3ccc(Cl)cc3s2)cc1	i
O=C(Cc1ccccc1[N+](=O)[O-])NCc1ccc(Cl)cc1	u
Cc1ccccc1N1CCN(Cc2c[nH]c3ccccc23)CC1	u
CCNC(=O)NC[C@@H]1C=C(C)[C@H](CC(=O)N(C)Cc2cccnc2)C[C@H]1C(C)C	i
Cc1ccccc1CN1C(=O)COc2ccccc21	i
COc1ccc(NC(=O)c2ccc(Br)cc2)c([N+](=O)[O-])c1	i
O=C(CCCc1ccccc1)N1CCN(c2ccccn2)CC1	i
COc1cc(NC(=O)NC[C@H]2O[C@@H](CO)[C@@H](O)[C@H]2N2CCN(c3cccc(C(F)(F)F)c3)CC2)cc(OC)c1	86%*
CC(=O)c1cccc(NC(=O)C(Cc2ccc([N+](=O)[O-])cc2)N2C(=O)c3ccccc3C2=O)c1 (stereo not given)	u
O=C(OCc1ccccc1)Oc1cncc(C(=O)ON2C(=O)CCC2=O)c1	i
CN(Cc1cn[nH]c1-c1ccccc1)C(=O)c1cnnn1-c1ccccc1	i
CCOC(=O)CN(Cc1ccc(Cl)cc1)S(=O)(=O)c1ccc(C(C)(C)C)cc1	i
CSc1cccc(NC(=O)CN2N=NC3C(=O)N(c4ccc(F)cc4)C(=O)C32)c1 (stereo not given)	i
Cc1csc2ncc(C(=O)Nc3ccc4c(c3)OCCO4)c(=O)n12	i
CCCCCCCCCCCCCCSCC(=O)O	i
Cc1cc(N2CCN(C)CC2)nc2ccc(NC(=O)c3ccc(Cl)nc3)cc12	i
CCC(C)N1C(=O)S/C(=C/c2ccc(C(=O)O)cc2)C1=O (stereo not given)	i
O=C1C2C3C=C(Cl)C(c4ccccc43)C2C(=O)N1c1cccc(Br)c1 (stereo not given)	i
COc1cccc2sc(=NC(=O)c3c(F)cccc3F)n(C)c12	i
COc1ccc(NC(=O)c2cc3cc4ccc(C)cc4nc3s2)c(OC)c1	u
O=C1CCSc2ccccc2N1Cc1ccccc1F	i
COc1ccc(CCNC(=O)c2cc3c(=O)n4ccccc4nc3n2C)cc1	i
CC(=O)c1ccc(N2CCN(c3ncnc4c3cnn4-c3cccc(C)c3)CC2)cc1	u
Cc1ccc(N(CCCCN2C(=O)c3ccccc3C2=O)C(=O)c2ccc([N+](=O)[O-])o2)cc1	u
COc1ccc(NC(=O)N[C@H]2C[C@H]3C(=O)N[C@H](Cc4ccccc4)C(=O)N3C2)cc1	i
CCN1CCN(S(=O)(=O)c2cccc3cccnc23)CC1	u
Cc1cc2c(cc1C(=O)N1CCOC(c3ccc(Cl)cc3)C1)OCCO2 (stereo not given)	i
Cc1cccn2c(=O)c3cc(C(=O)NC4CCCC4)c(=N)n(CCCn4ccnc4)c3nc12	u
O=C(Nc1c2c(nn1-c1ccccc1)CSC2)c1ccc(S(=O)(=O)N2CCOCC2)cc1	u
COCc1nc(CN2CC(c3cccnc3)C2)no1	i
CCc1cc(N2CCC(O)(c3ccccn3)CC2)nc(N2CCOCC2)n1	i
Cc1ccc(C2N3CC4(C)CN2CC(C)(C3)C4O)cc1 (stereo not given)	i
CCN(C/C=C/c1ccccc1)C(=O)c1ccc(C#CC(C)(C)O)o1	u

As a short view, part of the list above.
SMILES	ST2 inh
Cc1csc2ncc(C(=O)Nc3ccc4c(c3)OCCO4)c(=O)n12	i
CCCCCCCCCCCCCCSCC(=O)O	i

More entries follow:
SMILES	ST2 inh
CCCC(C)C(=O)Nc1ccc(F)c(F)c1 (stereo not given)	i
COc1ccccc1NC(=O)[C@@H]1C2c3ccccc3C(c3ccccc32)[C@H]1C	i
Clc1ccc(-c2ncnn2-c2ccc(Br)cc2)cc1	33%*!
COc1ccc(C)cc1NC(=O)CCC(=O)Nc1ccc2nc(N3CCOCC3)cc(C)c2c1	i
COC(=O)[C@@H]1C[C@@H](NC(=O)c2cccc3cnccc23)CN1C	i
COc1cccc2sc(=NC(=O)C3CCCCC3)n(C)c12	i
Cc1ccc(NC(=O)NC[C@H]2O[C@@H](CC(=O)NCCN(C)C)[C@H](O)[C@@H]2O)cc1	u
COCC1(C(=O)N(Cc2nccn2C)C2CC2)CCC1	i
O=c1cc(CN2C[C@@H]3C4CCC(CC4)[C@@H]3C2)[nH]c(=O)[nH]1	i
CCCS(=O)(=O)N1CCC(C(=O)NC(C)C)CC1	i
CN1C[C@H](NC(=O)c2ccccc2N2CCS(=O)(=O)CC2)C[C@H]1CO	i
CC(C)Cc1cc(CNC2CCCCCC2)no1	i
CN(C)CC1(O)CCN(C(=O)CCc2ccc3c(c2)OCO3)C1 (stereo not given)	i
CCOC(=O)CN1C(=O)C(O)=C(C(C)=O)C1c1ccc(Br)cc1 (stereo not given)	i
